M5 PAM = potentiates acetylcholine response at human M5 receptor | P08912 | CHO-K1 hM5, Fluo-8 calcium, ACh EC20 PAM; 0% = ACh EC20, 100% = ACh EC100 | activation, % at 3 µM | actives 0.3% (n = 360,000);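 active means activation above the run cutoff, the mean activation of all test compounds plus 3 SD, cut at about 18% in these data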
Target sequence (P08912 whole entry, looked up): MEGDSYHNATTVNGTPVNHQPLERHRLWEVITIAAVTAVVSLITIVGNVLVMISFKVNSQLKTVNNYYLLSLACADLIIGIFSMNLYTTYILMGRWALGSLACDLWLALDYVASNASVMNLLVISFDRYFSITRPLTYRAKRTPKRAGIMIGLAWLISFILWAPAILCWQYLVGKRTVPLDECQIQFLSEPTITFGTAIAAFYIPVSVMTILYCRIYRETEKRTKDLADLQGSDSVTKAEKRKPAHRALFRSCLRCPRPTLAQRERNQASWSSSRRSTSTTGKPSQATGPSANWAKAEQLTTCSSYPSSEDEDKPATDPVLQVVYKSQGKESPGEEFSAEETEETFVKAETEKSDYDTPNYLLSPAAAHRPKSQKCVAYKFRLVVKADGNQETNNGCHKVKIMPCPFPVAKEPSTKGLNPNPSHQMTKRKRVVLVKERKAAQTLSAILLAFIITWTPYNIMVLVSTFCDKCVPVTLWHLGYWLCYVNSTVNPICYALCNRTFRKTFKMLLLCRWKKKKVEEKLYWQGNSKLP
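Assay system: CHO-K1 hM5 cells / Incubation: Fluo-8 loading 80 min at 37 °C plus 30 min room temperature / Technique: Fluo-8 calcium dye fluorescence, kinetic read / Repeats: single replicate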
CRFBP-R2 block = antagonists of CRF-binding protein/CRF-R2 receptor complex | HEK293 CRF-R2/CRF-BP, CRF-induced calcium fluorescence | inhibition, % at 11.8 µM | actives 0.59% (n = 350,000);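 active means inhibition of the ligand-induced calcium signal above about 50% at the single tested concentration, limit read from the data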
CHRM4 agonist = CHRM4 agonism in calcium assay; AID 624127; actives 0.14% (n = 360,000); CHO-K1 hM4/Gqi5, Fluo-8 calcium fluorescence; vehicle 0%, full acetylcholine response 100%; activation, % at 3 µM;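 active means activation above the run mean over all test wells plus 3 SD, cut at about 32% in these data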;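 further: peak over basal fluorescence ratio per well then scaled between controls; 0% = DMSO wells and 100% = acetylcholine at EC100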
Target sequence (P08173 whole entry, looked up): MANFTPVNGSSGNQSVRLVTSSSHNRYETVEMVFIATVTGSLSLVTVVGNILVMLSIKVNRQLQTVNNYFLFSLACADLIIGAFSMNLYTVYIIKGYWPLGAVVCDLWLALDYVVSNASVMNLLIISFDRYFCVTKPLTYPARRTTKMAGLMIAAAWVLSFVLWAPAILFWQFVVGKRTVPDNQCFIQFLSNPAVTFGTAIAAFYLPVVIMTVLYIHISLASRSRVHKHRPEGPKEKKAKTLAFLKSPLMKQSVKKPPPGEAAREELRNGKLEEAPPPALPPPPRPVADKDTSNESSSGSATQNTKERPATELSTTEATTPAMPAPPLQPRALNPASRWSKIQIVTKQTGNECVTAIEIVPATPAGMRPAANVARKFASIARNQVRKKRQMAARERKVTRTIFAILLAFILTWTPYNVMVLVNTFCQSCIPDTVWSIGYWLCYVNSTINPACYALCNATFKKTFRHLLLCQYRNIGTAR
M1 PAM = human CHRM1 positive allosteric modulation; P11229; CHO-K1 hM1, Fluo-8 calcium fluorescence, ACh EC20; 0% = ACh EC20, 100% = maximal ACh; activation, % at 3 µM; actives 0.088% (n = 360,000); AID 588819; in the data active means activation above about 19%, passing the limit was not always enough
CRFR2-BP ag = agonists of human CRF-binding protein/CRF-R2 receptor complex. HEK293 CRF-R2/CRF-BP, calcium dye fluorescence (FLIPR); percent of saturating CRF peptide response. actives 0.46% (n = 350,000). activation, % at 13.2 µM;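 active means activation of at least 50%, plus an integration ratio under a set limit after plate pattern correction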;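 further: plate controls were neutral control wells without compound for no effect and CRF at EC100 for full effect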
CHRM4 PAM = CHRM4 positive allosteric modulation. AID 624126. activation, % at 3 µM. CHO-K1 hM4/Gqi5, Fluo-8 calcium fluorescence, ACh EC20; 0% = ACh EC20, 100% = maximal ACh. actives 0.4% (n = 360,000). P08173;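 active means activation above its plate's cutoff, the mean activation of sample wells plus 3 SD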; further: some results filed as inactive read as strong as hits
M5 antag = CHRM5 antagonism in calcium assay. actives 0.59% (n = 360,000). inhibition, % at 3 µM. CHO-hM5 cells, Fluo-8 calcium fluorescence, ACh EC80. P08912;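 active means inhibition above a per-plate cutoff, the mean of that plate's test compounds plus 3 SD, cut at about 27% in these data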;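 further: 0% = acetylcholine EC80 with DMSO and 100% = DMSO without agonist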
M5 ag = agonists of human muscarinic M5 receptor (CHRM5); CHO-K1 hM5 cells, Fluo-8 calcium fluorescence; 0% DMSO wells, 100% maximal acetylcholine response; activation, % at 3 µM; actives 0.19% (n = 360,000);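 active means activation above the run's mean over test compounds plus 3 SD, cut at about 23% in these data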;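 further: signal is peak over basal fluorescence ratio across the kinetic read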
M4 antag = CHRM4 antagonism in calcium assay; CHO-hM4 cells, ACh EC80, Fluo-8 calcium fluorescence; inhibition, % at 3 µM; actives 0.73% (n = 360,000);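 active means inhibition above its plate's cutoff, the mean inhibition of sample wells plus 3 SD, cut at about 27% in these data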;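 further: 0% = acetylcholine EC80 with DMSO and 100% = DMSO without agonist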
* marks the source's active call; other numbers are inactive results; . = not tested or not shown.

1) Cc1nc(NCCc2ccc(F)cc2)c2nnn(Cc3ccccc3)c2n1
2) O=C(CCCc1ccccc1)N1CCN(C2CCCCC2)CC1
3) O=C(c1ccc2c(c1)OCO2)N(c1ccc(Cl)cc1)C1C=CS(=O)(=O)C1 (configuration not stated)
4) COc1ccc(-n2c(=O)/c(=C\c3cccs3)s/c2=C(/C#N)C(=O)NCCN2CCOCC2)cc1
5) O=C(Nc1ccc2oc(=O)ccc2c1)c1ccc(-c2ccccc2[N+](=O)[O-])o1
6) O=C(Nc1c(-c2ccc3c(c2)OCO3)[nH][nH]c1=O)c1cccc(C(F)(F)F)c1
screen / no.	1	2	3	4	5	6
CHRM4 agonist	1	1	2	3	3	0
M1 PAM	19	13	5	5	-5	1
CRFR2-BP ag	-0.6	-0.4	0.2	11	-3.9	.
CRFBP-R2 block	6	-4	5	7	0	.
CHRM4 PAM	-2	-8	0	15	-8	-1
M4 antag	-10	13	0	-19	-9	-6
M5 antag	6	17	0	0	8	-6
M5 PAM	8	-13	-3	-10	2	-4
M5 ag	-3	-11	-1	-11	-3	0

7) Cc1cc(C)n(-c2ccc(C(=O)Nc3ccccn3)cc2)n1
8) COc1ccc(OC)c(C(=O)Cn2nnc3ccccc3c2=O)c1
9) Cc1ccc(-c2noc(CNC(=O)COc3ccccc3C)n2)cc1
10) CC(NC(=O)C1CCCN1S(=O)(=O)c1cccc2cccnc12)c1ccccc1 (configuration not stated)
11) CC1(C(=O)Nc2ccc3[nH]ncc3c2)CCN1C(=O)C1(c2ccccc2)CC1 (configuration not stated)
12) C/C(=N\NC(=O)CSCc1ccc([N+](=O)[O-])cc1)c1ccccc1
screen / no.	7	8	9	10	11	12
CHRM4 agonist	3	0	0	1	1	3
M1 PAM	6	11	15	4	11	3
CRFR2-BP ag	0.8	1.3	0.2	-1.0	.	-1.7
CRFBP-R2 block	-19	-19	-2	-8	.	15
CHRM4 PAM	5	9	-5	0	-1	5
M4 antag	-1	-3	0	-10	-19	-2
M5 antag	0	8	-6	-1	1	0
M5 PAM	-3	-2	4	-4	-4	2
M5 ag	2	-2	-5	3	1	-3

13) COc1ccc(N(CC(=O)NCCSCc2ccccc2C)S(=O)(=O)c2ccccc2)cc1
14) CC(=O)Nc1ccc(C(=S)NCC2(N(C)C)CCCCC2)cc1
15) C/C(=N\N=C(N)N)c1ccc(Cl)cc1
16) CCn1c(N2CCN(CC(=O)Nc3cccc(C)c3C)CC2)nc2ccccc21
17) COc1ccc(Cl)cc1C(=O)Nc1ccncc1
18) Cc1ccc(C(=O)NCC(=O)NCC(c2cccs2)N2CCOCC2)cc1 (configuration not stated)
screen / no.	13	14	15	16	17	18
CHRM4 agonist	7	1	3	5	1	1
M1 PAM	-4	6	11	9	16	7
CRFR2-BP ag	8.4	2.5	-0.7	-0.2	-0.7	1.7
CRFBP-R2 block	0	-11	-25	3	0	-10
CHRM4 PAM	-14	5	2	-4	2	6
M4 antag	9	-9	7	0	-4	-8
M5 antag	6	-5	1	-2	-9	0
M5 PAM	-9	10	6	-5	1	4
M5 ag	-2	-3	-3	0	0	-1

3 entries picked at random from those above, as already listed:
16) CCn1c(N2CCN(CC(=O)Nc3cccc(C)c3C)CC2)nc2ccccc21
14) CC(=O)Nc1ccc(C(=S)NCC2(N(C)C)CCCCC2)cc1
13) COc1ccc(N(CC(=O)NCCSCc2ccccc2C)S(=O)(=O)c2ccccc2)cc1
screen / no.	16	14	13
CHRM4 agonist	5	1	7
M1 PAM	9	6	-4
CRFR2-BP ag	-0.2	2.5	8.4
CRFBP-R2 block	3	-11	0
CHRM4 PAM	-4	5	-14
M4 antag	0	-9	9
M5 antag	-2	-5	6
M5 PAM	-5	10	-9
M5 ag	0	-3	-2

Next section:
19) S=C(Nc1ccc(Oc2ccccc2)cc1)NC1CCCCC1
20) Cc1oc2cc([N+](=O)[O-])c(O)c([N+](=O)[O-])c2c1C(=O)c1ccc(Br)cc1
21) Cc1ccccc1-c1nnc(CN2CCN(C(=O)c3ccco3)CC2)o1
22) Cc1oc(-c2cccc3ccccc23)nc1CN1CCN(c2ncnc3ccccc23)CC1
23) NC(=O)c1nnn(-c2nonc2N)c1-c1ccc([N+](=O)[O-])cc1
24) Cc1c(NC(=O)c2ccc(S(=O)(=O)N3CCOCC3)cc2)cccc1[N+](=O)[O-]
screen / no.	19	20	21	22	23	24
CHRM4 agonist	1	0	1	11	1	3
M1 PAM	-13	3	11	-9	8	7
CRFR2-BP ag	3.5	-0.6	-0.3	1.3	-0.9	1.6
CRFBP-R2 block	-13	11	0	-17	3	1
CHRM4 PAM	-4	3	0	-15	1	0
M4 antag	5	-1	-13	5	-10	-6
M5 antag	3	3	11	12	6	5
M5 PAM	1	-8	-1	-13	4	2
M5 ag	-2	-1	-1	-1	-1	-3

25) Cn1nnnc1SCc1nnc(-c2ccccc2Br)o1
26) CCOC(=O)N1C(=O)c2cc(OC)ccc2S1(=O)=O
27) Cc1ccc(-c2nc(C#N)c(NCc3cccc4c3OCO4)o2)cc1
28) CCOc1ccc(C(C)=O)cc1CSc1nnc(N)s1
29) O=C(Nc1cccc(Cl)c1)c1ccc(F)c(S(=O)(=O)NCc2cccs2)c1
30) COC(=O)c1nn(-c2cccc(Cl)c2)ccc1=O
screen / no.	25	26	27	28	29	30
CHRM4 agonist	2	0	0	0	11	0
M1 PAM	8	2	-2	5	-7	6
CRFR2-BP ag	2.1	0.1	-1.2	-1.3	-1.2	-0.3
CRFBP-R2 block	-11	-9	18	5	-37	13
CHRM4 PAM	9	-4	7	4	-8	-6
M4 antag	-7	13	2	1	0	6
M5 antag	5	4	5	2	8	8
M5 PAM	0	-1	-3	2	-9	1
M5 ag	0	2	0	-5	5	-1

31) COc1cc(C=O)ccc1OC(=O)c1ccncc1
32) CCOC(=O)c1c(C)[nH]c(C(=O)OCC(=O)Nc2cc(C)ccc2OC)c1C
33) Cc1ccc(Nc2nnc(SCC(=O)NC3CCCc4ccccc43)s2)cc1 (configuration not stated)
34) CCCS(=O)(=O)NC(=O)C1(C)CCN(C(=O)c2ccc(C(=O)OC)cc2)C1 (configuration not stated)
35) COc1ccc(C(=O)NCC(=O)OCC(=O)NC2CCCCCC2)cc1
36) Cc1nnc(SC(C)C(=O)Nc2ncc(Cl)cc2Cl)n1Cc1ccccc1 (configuration not stated)
screen / no.	31	32	33	34	35	36
CHRM4 agonist	1	1	-2	1	2	0
M1 PAM	5	-3	-6	9	-6	1
CRFR2-BP ag	-2.2	-2.1	1.2	.	-3.3	2.8
CRFBP-R2 block	-1	23	-7	.	37	7
CHRM4 PAM	1	1	-3	3	-1	1
M4 antag	1	-7	-17	-4	-1	-2
M5 antag	5	1	-3	-5	15	2
M5 PAM	-3	1	-2	0	-4	7
M5 ag	-1	0	-5	0	1	-1

The final 3 records of the part above open the next one.
34) CCCS(=O)(=O)NC(=O)C1(C)CCN(C(=O)c2ccc(C(=O)OC)cc2)C1 (configuration not stated)
35) COc1ccc(C(=O)NCC(=O)OCC(=O)NC2CCCCCC2)cc1
36) Cc1nnc(SC(C)C(=O)Nc2ncc(Cl)cc2Cl)n1Cc1ccccc1 (configuration not stated)
37) Cc1ccc(C(=O)NNC(=O)CCN2C(=O)C3CCCCC3C2=O)cc1 (configuration not stated)
38) C/C(Cc1ccccc1)=N/NC(=O)CCCC(=O)N/N=C(/C)Cc1ccccc1
39) C1CCC2(CC1)C1=C(CCCC1)Nc1nnnn12
40) O=S(=O)(c1ccc(F)cc1)N1CCN(c2ccc(-c3ccccc3)nn2)CC1
41) O=C(NCCCc1ccccc1)c1ccc(-n2cncn2)c([N+](=O)[O-])c1
42) CCCCSc1nc(C(=O)O)cc(=O)[nH]1
screen / no.	34	35	36	37	38	39	40	41	42
CHRM4 agonist	1	2	0	0	0	0	0	4	1
M1 PAM	9	-6	1	-1	10	1	9	2	4
CRFR2-BP ag	.	-3.3	2.8	-0.8	-3.2	1.0	-2.1	-0.3	0.2
CRFBP-R2 block	.	37	7	1	24	-2	30	7	-16
CHRM4 PAM	3	-1	1	-3	8	5	3	11	5
M4 antag	-4	-1	-2	15	-14	-12	10	-11	0
M5 antag	-5	15	2	4	4	-13	2	8	-4
M5 PAM	0	-4	7	-3	-4	5	-2	-2	6
M5 ag	0	1	-1	-2	-3	-4	-1	-1	8

43) Fc1ccc(-c2nc3ccncc3[nH]2)cc1
44) COc1ccc(/C=C2\C(=O)ON=C2c2ccccc2)cc1OC
45) O=C(c1cc(-c2ccc(Br)cc2)on1)N1CCCCCC1
46) CN(CC(=O)Nc1c(Cl)cccc1Cl)C(=O)C1CC(=O)N(Cc2ccccc2)C1 (configuration not stated)
47) Cc1ccc(-c2ccc(SCC(=O)NC3CCCCC3)nn2)cc1
48) CC(=O)c1cccc(NC(=O)c2cc(-c3ccncc3)nc3ccccc23)c1
screen / no.	43	44	45	46	47	48
CHRM4 agonist	1	0	2	1	0	17
M1 PAM	5	2	10	1	13	8
CRFR2-BP ag	-0.7	2.5	1.6	0.0	-2.6	0.6
CRFBP-R2 block	-12	-2	-8	7	-2	0
CHRM4 PAM	7	-3	3	2	3	11
M4 antag	0	-8	3	2	3	-4
M5 antag	-6	-4	-5	3	13	4
M5 PAM	0	-1	2	10	-2	-9
M5 ag	-3	3	-2	2	-5	3

49) Cc1cc(C(F)(F)F)nn1CC(=O)N(C)c1ccccc1
50) CC(=O)c1c(C)[nH]c(C(=O)OCC(=O)N(C)C)c1C
51) CCCCNC(=O)c1cc2cc(CC)ccc2[nH]1
52) COCCn1c(SC)nnc1-c1c[nH]c2ccccc12
53) O=C(O)c1ccc(N2C(=O)CSC2=S)cc1
54) CS(=O)(=O)Nc1ccccc1C(=O)NCCSc1ccccc1
screen / no.	49	50	51	52	53	54
CHRM4 agonist	0	2	-1	2	7	2
M1 PAM	14	6	11	-2	6	4
CRFR2-BP ag	-0.1	-1.6	-1.6	2.5	0.0	-2.5
CRFBP-R2 block	-4	23	22	-31	28	2
CHRM4 PAM	0	6	5	-4	-4	-5
M4 antag	4	-3	-6	-13	-12	-2
M5 antag	0	-1	6	-1	13	7
M5 PAM	6	-2	3	-6	-4	-4
M5 ag	-2	3	1	2	0	-1

55) O=C(CCn1c(=O)[nH]c2ccccc2c1=O)NCCCN1CCN(c2cccc(Cl)c2)CC1
56) CN(CC(=O)Nc1ccc(Cl)cc1)C1CCCCC1
57) COc1cccc(-c2cc(C(F)(F)F)n3ncc(S(=O)(=O)c4ccccc4)c3n2)c1
58) Cn1c(NNC(=O)C(c2ccccc2)c2ccccc2)cc(=O)n(C)c1=O
59) COc1ccc(N2Cc3cccc(C(=O)O)c3C2=O)cc1
60) O=c1c2ccccc2nc(-c2ccc(Cl)c(Cl)c2)n1O
61) O=C(NCc1ccc(Cl)cc1)C1CCC(=O)N(C2CCCCCC2)C1 (configuration not stated)
screen / no.	55	56	57	58	59	60	61
CHRM4 agonist	2	0	0	-1	0	0	2
M1 PAM	-7	4	6	8	-3	9	7
CRFR2-BP ag	2.5	0.8	3.0	-1.2	-0.4	55*	-0.8
CRFBP-R2 block	-14	0	-11	0	-6	19	9
CHRM4 PAM	-8	-2	-4	7	1	10	3
M4 antag	3	-8	6	6	-10	7	0
M5 antag	2	6	-7	-3	5	-5	3
M5 PAM	-14	2	2	6	-5	1	1
M5 ag	-12	-2	-2	4	2	-1	-1

Compound activity (PubChem BioAssay)
